Assay outcomes deposited in PubChem BioAssay by several laboratories.
MCL1 BIM primary: inhibitors of MCL1 binding to BIM-BH3, primary screen, biochemical, fluorescence polarization; Induced myeloid leukemia cell differentiation protein Mcl-1 (Homo sapiens), Q07820; GST-MCL1 / FITC-Bim-BH3 fluorescence polarization; inhibition, % at 10.9 µM; hit rate 0.68% among 320,000; AID 2057, 2009;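 active means inhibition above the mean inhibition of all tested compounds plus 3 SD, set per campaign, cut at about 40% in these data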;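 further: 0% = DMSO wells and 100% = unlabeled Bim-BH3 peptide control; higher means more loss of mP so more displacement of Bim peptide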
Fam108B inh: mouse Fam108B serine hydrolase inhibitors, primary screen, counter-screen for RBBP9 inhibitor project, biochemical, fluorescence polarization | AID 1947, 2009 | inhibition, % at 9.51 µM | recombinant Fam108B, FP-Rh probe fluorescence polarization | hit rate 0.33% among 300,000;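 active means inhibition above the screen mean inhibition plus 3 SD, computed separately per campaign, cut at about 18% in these data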;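 further: inhibitors lower polarization as less probe binds the enzyme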
GLD-1 RNA inh: GLD-1/TGE RNA complex disruptors, primary screen, biochemical, fluorescence polarization. hit rate 0.44% among 320,000. inhibition, % at 5.96 µM. Female germline-specific tumor suppressor gld-1 (Caenorhabditis elegans), Q17339. purified GLD-1 + fluorescein TGE RNA;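 active means percent inhibition above a per-plate cutoff, the plate mean of test compounds plus 3 SD, cut at about 30% in these data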;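 further: 0% = DMSO wells with GLD-1 and probe and 100% = wells lacking GLD-1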
Efflux pump mplx: inhibitors of Candida efflux pumps in yeast, primary screen, S. cerevisiae, Nile Red, multiplex; inhibition, % at 10 µM; hit rate 0.44% among 330,000; AID 485275, 2010; S. cerevisiae Candida pump triplex;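 active means plate passing quality check with inhibition over a set limit, or well fluorescence over plate mean plus 4 SD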;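 further: Nile Red retained in pooled yeast measured as flow cytometry median fluorescence; 0% = buffer negative control and 100% = Enniatin B positive control; higher means more Nile Red kept so more efflux inhibition; some compounds called inactive have numbers as strong as hits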
GRK2 aptamer HTS: compounds blocking aptamer binding on GRK2 – biochemical, human GRK2, bead flow cytometry, HTS, primary screen; FAM-aptamer displacement from GRK2; inhibition of aptamer binding, % at 10 µM; hit rate 0.59% among 330,000;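 active means inhibition of aptamer binding above 40%, roughly 3 SD of noise, on plates passing a quality check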;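 further: median bead fluorescence of bound FAM aptamer so fluorescent compounds give negative values; no value below 0 was filed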
Target sequence (P25098 whole entry, looked up): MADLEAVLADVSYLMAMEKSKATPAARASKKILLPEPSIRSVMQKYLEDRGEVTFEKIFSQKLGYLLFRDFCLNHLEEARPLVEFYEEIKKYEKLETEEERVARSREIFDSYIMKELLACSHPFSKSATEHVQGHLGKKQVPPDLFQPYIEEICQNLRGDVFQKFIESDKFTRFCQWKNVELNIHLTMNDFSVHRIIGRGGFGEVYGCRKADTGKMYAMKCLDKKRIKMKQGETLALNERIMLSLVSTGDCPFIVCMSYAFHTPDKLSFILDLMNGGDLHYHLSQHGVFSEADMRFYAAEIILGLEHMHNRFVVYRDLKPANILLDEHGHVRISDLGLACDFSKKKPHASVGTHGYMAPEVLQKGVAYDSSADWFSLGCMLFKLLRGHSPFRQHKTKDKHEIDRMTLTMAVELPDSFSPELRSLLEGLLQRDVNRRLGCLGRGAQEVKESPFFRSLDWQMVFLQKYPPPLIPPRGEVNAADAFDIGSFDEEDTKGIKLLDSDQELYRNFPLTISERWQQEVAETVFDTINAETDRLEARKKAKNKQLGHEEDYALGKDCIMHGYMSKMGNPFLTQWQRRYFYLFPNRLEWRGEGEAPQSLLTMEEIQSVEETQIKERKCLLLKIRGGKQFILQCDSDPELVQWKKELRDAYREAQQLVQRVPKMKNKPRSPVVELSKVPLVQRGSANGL
MEX-5 binding: MEX-5 zinc finger RNA-binding disruptors – biochemical, C. elegans, fluorescence polarization, MLPCN library, primary screen; MEX-5/FITC-TCR2 RNA binding; active compounds read low; activity score (negative = inhibition of binding), % at 10 µM; Zinc finger protein mex-5 (Caenorhabditis elegans), Q9XUB2; hit rate 0.38% among 300,000;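 active means inhibition past about -25% in most replicates, and total fluorescence under double the plate's negative control median, limit read from the data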;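 further: 0% = DMSO and -100% = 5 µM competing unlabeled TCR2 RNA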
VLA-4 inh: inhibition in human VLA-4 binding assay, primary screen, VLA-4 allosteric modulator project, MLPCN library, flow cytometry, VLA-4 expressing cells; ligand binding flow cytometry; inhibition, % (about 7 µM as worked out from the volumes in the protocol); hit rate 0.2% among 330,000; in the data active means inhibition above about 50%
BCLXL inh: inhibitors of human Bcl-xL, primary screen, biochemical, fluorescence polarization, HTS; GST-Bcl-xL / FITC-Bim BH3 peptide fluorescence polarization; inhibition, % at 10.9 µM; Bcl-2-like protein 1 (Homo sapiens), Q07817; hit rate 0.7% among 320,000;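 active means inhibition above the mean of all tested compounds plus 3 SD, cutoff set per campaign, cut at about 30% in these data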;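 further: 0% = DMSO wells and 100% = unlabeled Bim-BH3 peptide competitor; inhibitors lower millipolarization by displacing the labeled peptide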
Target sequence (Q07817 whole entry, looked up): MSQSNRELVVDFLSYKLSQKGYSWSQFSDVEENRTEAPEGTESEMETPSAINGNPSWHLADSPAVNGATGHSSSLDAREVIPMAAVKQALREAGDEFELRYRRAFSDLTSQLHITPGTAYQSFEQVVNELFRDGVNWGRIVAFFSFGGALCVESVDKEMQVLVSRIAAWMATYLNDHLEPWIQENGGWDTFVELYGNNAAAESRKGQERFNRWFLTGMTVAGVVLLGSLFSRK
PME-1 primary: PME-1 inhibitors via competitive probe labeling, primary screen, biochemical, fluorescence polarization, FP-Rh probe, HTS | Protein phosphatase methylesterase 1 (Homo sapiens), Q9Y570 | recombinant PME-1 | inhibition, % at 5.9 µM | hit rate 0.53% among 320,000;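 active means inhibition above the campaign mean of all compounds plus 3 SD, cut at about 26% in these data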;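 further: competitive labeling of PME-1 active site by serine hydrolase directed probe; 0% = PME-1 with DMSO and 100% = wells lacking PME-1 enzyme; inhibitors block probe labeling so polarization falls and inhibition rises; many of its hits are not listed in these tables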
Numbers without * were called inactive; . = no result given.

nr | molecule | MCL1 BIM primary | Fam108B inh | GLD-1 RNA inh | Efflux pump mplx | GRK2 aptamer HTS | MEX-5 binding | VLA-4 inh | BCLXL inh | PME-1 primary
1 | Cc1ncoc1C(=O)Nc1ccc2c(c1)OCCO2 | -7 | 1 | 2 | -0.1 | 0 | 3.6 | . | 1 | 1
2 | CCCc1ccc(OCc2ccc(C(=O)N/N=C/c3cccc([N+](=O)[O-])c3)o2)c(OC)c1 | -2 | -14 | -3 | -0.1 | 0 | 0.2 | -1 | 4 | -1
3 | COc1ccc(S(=O)(=O)N(CC(=O)N2CCN(C)CC2)c2ccc(C)cc2)cc1OC | 2 | -2 | 0 | 0.0 | 2 | -1.6 | -7 | 5 | 1
4 | COc1cc(C(=O)Nc2ccc(-c3nnc(-c4ccco4)o3)cc2)cc(OC)c1OC | 5 | -3 | -6 | -0.3 | 0 | -0.7 | 15 | 4 | -9
5 | CC(=O)Cc1c(C(=O)O)c(C)nn1-c1ccccc1 | -4 | 2 | 4 | -0.1 | 1 | 2.9 | 5 | 3 | -6
6 | O=C(Cc1c(F)cccc1Cl)NNC(=O)c1cccs1 | . | . | 6 | 0.3 | 0 | . | 3 | . | .
7 | Cc1nc(NCCCn2ccnc2)c2ccccc2n1 | 0 | -4 | -22 | 0.0 | 0 | 3.0 | -13 | 3 | 0
8 | CCOC(=O)c1nc(C)n(-c2cc(Cl)ccc2Cl)n1 | -4 | -1 | 4 | 0.1 | 0 | -0.2 | 2 | -3 | 4
9 | Cc1c(CCO)c(=O)[nH]n1S(=O)(=O)c1ccc(Cl)cc1Cl | 4 | 1 | -5 | -0.1 | 0 | 1.8 | 3 | 5 | 0
10 | Cc1cc(C)n(CC(O)Cn2ccc3ccccc32)n1 (stereo unspecified) | -1 | 3 | -2 | 0.0 | 0 | 0.4 | 7 | 3 | 2
11 | Cc1csc(NC(=O)CSc2ccc([N+](=O)[O-])cn2)n1 | 18 | 1 | 5 | 2.2 | 0 | -1.9 | -12 | 9 | -12
12 | O=S(=O)(NCc1cccnc1)c1ccccc1 | 1 | 0 | 6 | -0.1 | 1 | -0.4 | 31 | -1 | 2

Just Efflux pump mplx and BCLXL inh, for some of the entries so far:
| entry | structure | Efflux pump mplx | BCLXL inh |
| --- | --- | --- | --- |
| 3 | COc1ccc(S(=O)(=O)N(CC(=O)N2CCN(C)CC2)c2ccc(C)cc2)cc1OC | 0.0 | 5 |
| 4 | COc1cc(C(=O)Nc2ccc(-c3nnc(-c4ccco4)o3)cc2)cc(OC)c1OC | -0.3 | 4 |
| 5 | CC(=O)Cc1c(C(=O)O)c(C)nn1-c1ccccc1 | -0.1 | 3 |
| 6 | O=C(Cc1c(F)cccc1Cl)NNC(=O)c1cccs1 | 0.3 | . |
| 7 | Cc1nc(NCCCn2ccnc2)c2ccccc2n1 | 0.0 | 3 |

One compound at a time, as listed above. Order of values: MCL1 BIM primary | Fam108B inh | GLD-1 RNA inh | Efflux pump mplx | GRK2 aptamer HTS | MEX-5 binding | VLA-4 inh | BCLXL inh | PME-1 primary
`O=C(Cc1c(F)cccc1Cl)NNC(=O)c1cccs1` is listed as . | . | 6 | 0.3 | 0 | . | 3 | . | .
`Cc1c(CCO)c(=O)[nH]n1S(=O)(=O)c1ccc(Cl)cc1Cl` is listed as 4 | 1 | -5 | -0.1 | 0 | 1.8 | 3 | 5 | 0
`CCOC(=O)c1nc(C)n(-c2cc(Cl)ccc2Cl)n1` is listed as -4 | -1 | 4 | 0.1 | 0 | -0.2 | 2 | -3 | 4
`Cc1nc(NCCCn2ccnc2)c2ccccc2n1` is listed as 0 | -4 | -22 | 0.0 | 0 | 3.0 | -13 | 3 | 0

More structures
nr | molecule | MCL1 BIM primary | Fam108B inh | GLD-1 RNA inh | Efflux pump mplx | GRK2 aptamer HTS | MEX-5 binding | VLA-4 inh | BCLXL inh | PME-1 primary
13 | S=C(NCc1cccnc1)Nc1cccc2ccccc12 | 9 | -2 | 3 | -0.1 | 0 | -2.0 | -2 | 6 | 0
14 | CCOc1ccc(Nc2nc(NCC(=O)O)nc(N)c2[N+](=O)[O-])cc1 | 15 | -6 | 17 | -0.1 | 4 | 0.1 | 6 | 17 | -5
15 | CCOc1ccccc1NC(=O)COC(=O)C1CC(=O)N(c2c(C)cccc2C)C1 (stereo unspecified) | 0 | -2 | -4 | 0.6 | 1 | -1.7 | 0 | 3 | -5
16 | CCCCOn1c(C)c(C(C)=O)c2c3no[n+]([O-])c3ccc21 | -10 | 0 | 5 | -0.2 | 2 | 0.4 | 39 | -2 | -3
17 | OCC1(Cc2ccccc2)CCCN(Cc2ccc3c(c2)OCCO3)C1 (stereo unspecified) | 2 | 1 | 4 | -0.2 | 0 | -0.5 | 3 | 8 | 2
18 | Cc1ccc(S(=O)(=O)C2(C(=O)NC3CCCC3)CC2)cc1 | 5 | -1 | -2 | -0.4 | 0 | -0.5 | 0 | -2 | -2
19 | CCOc1cc(C(=O)Nc2cc3c(cc2N2CCOCC2)n(C)c(=O)n3C)cc(OCC)c1OCC | 4 | 3 | 0 | 0.3 | 0 | 0.5 | -8 | 3 | 6
20 | COc1ccc(Cl)cc1NC(=O)CN(C)C(=O)c1cc2ccccc2cc1OC | -4 | -2 | 3 | 0.0 | 3 | 3.0 | 8 | -2 | 3
21 | CCN=C1S/C(=C\c2cn(CC(=O)NCc3ccco3)c3ccccc23)C(=O)N1CC | -28 | -9 | -27 | 0.0 | 2 | -5.3 | -4 | -17 | -8
22 | CC(=O)Nc1nnc(-c2ccc3c(c2)CCCC3)o1 | -1 | -1 | 1 | -0.2 | 3 | -1.3 | -2 | 4 | -4
23 | CC(=O)NC(Cc1ccccc1)C(=O)N1CCN(C(=S)NCC(C)C)CC1 (stereo unspecified) | 7 | 0 | 6 | -0.1 | 1 | 2.6 | 11 | 10 | 1
24 | CCOc1ccc(-n2c(Cc3cc(=O)[nH]c(=O)[nH]3)nnc2SC(C)C(=O)OC)cc1 (stereo unspecified) | 4 | 0 | 9 | 0.0 | 1 | -4.4 | 15 | 5 | -4
25 | COCCNC(=O)c1ccc(CS(=O)(=O)c2ccccc2)o1 | 8 | -3 | -7 | 0.0 | 6 | 0.3 | 5 | 3 | 8
26 | O=C(NCc1cccnc1)Nc1cccc(F)c1 | 0 | 4 | -11 | 0.1 | 3 | 0.7 | 6 | -3 | 1
27 | COc1cccc(NC(=O)CN2C(=O)COc3ccc(C)cc32)c1 | 4 | -1 | 8 | 0.1 | 0 | 0.4 | -1 | 3 | -1
28 | COc1ccc(-c2sc3ccc(OC)cc3c2-c2ccc(O)cc2)cc1 | . | . | 9 | 0.3 | 0 | . | 5 | . | .
29 | O=c1c2cnn(-c3ccc(F)cc3)c2ncn1Cc1ccc(F)cc1 | -3 | -3 | 4 | 0.0 | 1 | -0.4 | 4 | 2 | 1
30 | COC(=O)c1ccccc1NS(C)(=O)=O | -4 | . | -2 | 0.3 | 2 | . | -2 | 3 | 5
31 | Cc1nc([N+](=O)[O-])c(Br)n1CC(=O)c1ccc2ccccc2c1 | 4 | -4 | 0 | 0.1 | 0 | 1.5 | 14 | 1 | 1
32 | O=C(CCn1c(=O)oc2ccccc21)n1c(=O)oc2ccccc21 | 5 | 1 | -1 | 0.1 | 1 | -0.3 | 8 | -1 | -7
33 | COc1ccccc1CCC(=O)OCC(=O)NC1CC1 | -2 | -3 | -1 | 0.1 | 1 | -0.3 | 7 | -1 | -7
34 | Cc1ccc(NC(=O)N2C3CCCC2CC(NC(=O)C(C)(C)C)C3)cc1 (stereo unspecified) | 1 | 1 | -1 | 0.2 | 1 | -1.0 | 2 | 5 | -4
35 | COc1ccc(C(N)CCc2ccco2)cc1 (stereo unspecified) | 14 | -6 | -5 | -0.1 | 0 | 0.6 | 17 | 14 | 3
36 | COc1nsnc1NS(=O)(=O)c1ccc(NC(=S)NC(=O)c2cccnc2)cc1 | 16 | 0 | 0 | 0.0 | 2 | -0.6 | 3 | 14 | 4
37 | O=C(CN1CCN(c2ccc(F)cc2)CC1)NCC1CCCO1 (stereo unspecified) | 2 | 0 | 5 | -0.1 | 2 | -3.1 | 1 | 5 | -3
38 | CCC(C)Sc1ccc([C@@H]2[C@H]3C(=O)N(C)C(=O)[C@H]3[C@]3(C(=O)OC)CCCN23)cc1 (stereo partly specified) | . | . | -5 | 0.4 | 0 | . | 7 | . | .
39 | O=C1NC(c2ccccc2)CCO1 (stereo unspecified) | 4 | 8 | 5 | -0.1 | 3 | -0.5 | -5 | 8 | 1
40 | Cc1c(C(=O)OCC(C)(C)CN(C)C)oc2ccccc12 | 0 | 11 | 0 | 0.1 | 0 | -1.5 | 16 | -1 | -1
41 | CCOC(=O)C(=O)Nc1nnc(CCc2ccccc2)s1 | -1 | -7 | 1 | -0.1 | 0 | 1.1 | -4 | 2 | -3
42 | O=C(CSc1nnc(-c2ccco2)o1)Nc1cccc([N+](=O)[O-])c1 | 6 | -2 | 1 | -0.3 | 0 | 1.8 | -9 | 0 | 2
43 | CCC(=O)Nc1nc2ccccc2n1Cc1ccccc1 | -5 | -4 | -3 | -0.1 | 0 | -1.1 | 7 | 1 | 0
44 | CN1CCN(c2ccc(Cl)cc2NC(=O)CN2C(=O)NC(C)(c3ccccc3)C2=O)CC1 (stereo unspecified) | -18 | -5 | 9 | -0.2 | 0 | -2.0 | -1 | -19 | -7
45 | COc1ccc(Cl)cc1NS(=O)(=O)c1cccc(C(=O)NCC(c2ccco2)N(C)C)c1 (stereo unspecified) | 3 | 6 | -1 | -1.1 | 3 | -3.3 | -6 | 10 | -1
46 | CC(C)(C)OC(=O)NNC(=O)C12CC3CC(CC(C3)C1)C2 | -2 | -3 | -11 | 0.6 | 0 | 2.1 | 19 | 0 | 1
47 | CCCCNC(=O)c1cc2n(n1)C(C(F)(F)F)CC(c1ccccc1)N2 (stereo unspecified) | 7 | 3 | 12 | 0.1 | 1 | -0.1 | 4 | 6 | 5
48 | COC(=O)c1ccccc1NC(=O)Nc1ccc(Br)cn1 | 6 | -2 | 7 | -0.1 | 5 | 3.3 | 7 | 4 | 5
49 | Cc1cc(N2C(=O)C(O)=C(C(=O)c3cc4ccccc4o3)C2c2ccc(Br)cc2)no1 (stereo unspecified) | -30 | 4 | -10 | 0.0 | 0 | 0.5 | -5 | -17 | -6
50 | CCOC(=O)C1=C(c2ccccc2)NC(=S)NC1C (stereo unspecified) | -16 | -3 | -3 | 0.4 | 1 | 2.9 | 3 | -10 | -6

Quoted from the listing.
VLA-4 inh with entry 39 is entered as -5
MEX-5 binding with entry 50 is entered as 2.9
BCLXL inh with entry 37 is entered as 5
PME-1 primary with entry 48 is entered as 5
GRK2 aptamer HTS with entry 43 is entered as 0

This is a subset (hit frequency here may not be typical).
